From PubChem BioAssay
RXFP1 ag = agonists of human relaxin receptor RXFP1. Q9HBX9. HEK293T-RXFP1 cAMP TR-FRET, 30 min; response scale: percent of porcine relaxin response, buffer zero. Potency, µM (titrated, usually from 57.5 µM), without a hit: top-dose activation, hits mostly activators. 370,000 tested, 0.3% active; further: potency means the concentration at half of the fitted maximal effect; on the % scale 0 is the no-effect control and ±100 the full control effect; nearly all actives have a fitted effect of over 60% in size; many of its hits are not listed in these tables
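HEK293T cells stably expressing RXFP1 were pretreated with the PDE4 inhibitor Ro 20174, exposed to compounds for 30 min at 37C, lysed, and cAMP was read by TR-FRET. Data normalized to buffer (basal) and 29 nM porcine relaxin (100%).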
LDHA inh = inhibitors of human lactate dehydrogenase A. P00338. AID 1347041. purified LDHA, NADH/diaphorase-resazurin fluorescence; active compounds read low. activity change, % (values are at about 110 or 230 µM). 480,000 tested, 0.15% active; in the data active means activity change below about -30%; inconclusive means mostly about -25% to -30%;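 further: plate controls were DMSO wells for no effect and wells without enzyme for full effect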
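Enzyme activity of human lactate dehydrogenase 5 (2 nM; 0.06 mM NADH, 0.2 mM pyruvate, 5 min, RT) is measured via a resazurin/diaphorase fluorescence readout of residual NADH.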
D1 antagonist = antagonists of human D1 dopamine receptor | AID 504652 | activity change, negative = inhibition, % at 10 µM | 360,000 tested, 3.2% active | P21728 | HEK293 TREx D1 cells, calcium flux, dopamine EC80; active compounds read low; in the data active means activity change below about -30%; further: on the % scale 0 is the no-effect control and ±100 the full control effect
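Using tetracycline-induced force-coupled D1 Hek293 cells and a calcium dye, signals were followed for 180 s after compound, then for 180 s after EC80 dopamine, to detect inhibitors.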
Vif-APOBEC3F blk = blocks the Vif interaction with APOBEC3F. HeLa A3F-eYFP + Vif (tagged APOBEC3F with the HIV-1 protein that degrades it), YFP fluorescence increase. Potency, µM (titrated, usually from 46.1 µM), without a hit: top-dose activity, negative = active. 390,000 tested, 0.2% active. AID 602313; further: potency means the concentration at half of the fitted maximal effect; % of control where 0% means no effect; nearly all actives have a fitted effect of over 65% in size
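HeLa cells stably expressing A3F-eYFP plus Vif, plated and incubated overnight at 37 deg C, then exposed to compounds overnight at 37 deg C. Blocked degradation read as raised yellow fluorescence (Ex 488/Em 500-530).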
D1 PAM = human D1 dopamine receptor positive modulation; P21728; potentiation, % at 10 µM; 360,000 tested, 0.036% active; HEK293 TREx D1 cells, calcium flux, dopamine EC20 potentiation; in the data active means potentiation above about 30%; further: 0% is about no effect
D1 ag = human D1 receptor agonism; 360,000 tested, 1% active; HEK293 T-REx D1 cells, calcium flux, agonist mode; activation, % at 2 µM; in the data active means activation above about 30%; further: 0% is about no effect
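Agonism was scored from calcium flux recorded over 180 s (1 read/s) after pintool compound addition, following a 10-cycle baseline. Cells were inducible force-coupled HEK293 TREx D1, plated overnight at 30 C and loaded with no-wash calcium dye.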
Glioma ERSR ind = induces the endoplasmic reticulum stress response in human glioma cells | 420,000 tested, 0.02% active | Potency, µM, for inactives: top-dose activation, hits mostly activators | U87-MG GRP78 promoter luciferase reporter, 16 h | AID 602332; further: potency means the concentration at half of the fitted maximal effect; series mostly up to about 76 µM; % of control where 0% means no effect; nearly all actives have a fitted effect of over 35% in size
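Stably transfected U87-MG glioma cells carrying a GRP78-based luciferase sensor; 16 h compound incubation. Luminescence end-point read 10 min after Bright-Glo addition at room temperature.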
Vif-A3G inh = blocks the Vif interaction with human APOBEC3G | Q9HC16 | HeLa A3G-eYFP + Vif (tagged APOBEC3G with the HIV-1 protein that degrades it), YFP fluorescence, overnight | Potency, µM (top dose mostly 46.1 µM), for the others: at the top dose activity, negative = active, usual class: inhibitors | 410,000 tested, 0.076% active;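 further: potency means the concentration at half of the fitted maximal effect; on the % scale 0 is the no-effect control and ±100 the full control effect; nearly all actives have a fitted effect of over 60% in size; hits raise eYFP signal because A3G escapes Vif-driven loss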
Target sequence (Q9HC16 whole entry, looked up): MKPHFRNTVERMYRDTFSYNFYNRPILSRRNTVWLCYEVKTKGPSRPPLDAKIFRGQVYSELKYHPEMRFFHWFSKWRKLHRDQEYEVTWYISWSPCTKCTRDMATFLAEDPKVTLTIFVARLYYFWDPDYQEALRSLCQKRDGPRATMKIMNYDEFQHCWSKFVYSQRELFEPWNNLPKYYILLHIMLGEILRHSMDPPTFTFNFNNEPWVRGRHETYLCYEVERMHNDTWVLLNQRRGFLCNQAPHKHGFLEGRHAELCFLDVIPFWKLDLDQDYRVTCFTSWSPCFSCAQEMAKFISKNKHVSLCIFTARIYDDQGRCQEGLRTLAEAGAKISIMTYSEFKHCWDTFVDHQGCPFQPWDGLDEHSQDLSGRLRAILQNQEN
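Read-out is eYFP fluorescence (Ex 488/Em 500-530) from Vif-expressing HeLa A3G-eYFP cells; more signal means A3G escaped Vif-mediated degradation. Cells plated overnight, compound pinned in, incubated overnight at 37 deg C.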
D2 PAM = D2 dopamine receptor (human) potentiation | AID 485347 | 340,000 tested, 0.34% active | potentiation, % at 10 µM | HEK293 T-REx D2, calcium flux, EC20 dopamine potentiation;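 active means potentiation over 3 SD above the plate norm, cut at about 30% in these data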; further: 0% is about no effect
Target sequence (P14416 whole entry, looked up): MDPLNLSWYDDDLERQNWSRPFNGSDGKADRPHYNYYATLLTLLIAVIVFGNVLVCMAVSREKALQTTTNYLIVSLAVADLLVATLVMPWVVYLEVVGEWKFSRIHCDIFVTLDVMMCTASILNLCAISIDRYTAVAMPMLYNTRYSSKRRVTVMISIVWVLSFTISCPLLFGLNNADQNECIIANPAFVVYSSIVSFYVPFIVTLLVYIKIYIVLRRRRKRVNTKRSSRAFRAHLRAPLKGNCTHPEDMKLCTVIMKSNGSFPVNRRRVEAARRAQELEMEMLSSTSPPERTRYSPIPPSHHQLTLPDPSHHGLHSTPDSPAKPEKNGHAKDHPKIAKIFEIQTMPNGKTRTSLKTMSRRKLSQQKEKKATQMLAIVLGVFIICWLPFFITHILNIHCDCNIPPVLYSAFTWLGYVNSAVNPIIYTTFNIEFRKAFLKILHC
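Using a no-wash calcium dye in inducible, force-coupled HEK293 Trex cells expressing D2, we tracked fluorescence each second for 180 s after compound, then for 180 s after EC20 dopamine to detect augmented signalling.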
Active calls of the source: *; ? = inconclusive; nt = not tested or not shown; & = joins results of further samples. Unless noted, the call rests on the fitted dose curve; in most records, active means well fitted curve in the direction sought with a large enough effect; inconclusive means small, poorly fitted or top-dose-only effect, or another doubt; inactive means no such curve, though single readings can be large; an effect the other way counts as inactive or inconclusive. Only part of the results is shown; the hit share may differ from the screen's.

1) CC1=C(C(N)=O)C(c2ccccc2F)n2nc(CCCO)nc2N1 (configuration not stated)
2) O=C(Cc1ccccc1F)Nc1nc(-c2cccs2)cs1
3) COc1cc(C)c(S(=O)(=O)NOCc2ccccc2)c(C)c1C
4) COc1ccc2cc(CNc3ccc(C)cc3)c(=O)n(CC(=O)Nc3cccc(C(F)(F)F)c3)c2c1
5) CCOC(=O)c1cccc(Nc2ncnc3ccccc23)c1
6) Cc1cc(-c2ccc(C)c(S(=O)(=O)NC3CCCCC3)c2)on1
7) NS(=O)(=O)c1ccc(NC(=O)COC(=O)c2ccc(Cl)cc2[N+](=O)[O-])cc1
8) N#Cc1ccc(-c2csc(NC(=O)c3ccc(S(=O)(=O)N4CCc5ccccc5C4)cc3)n2)cc1
9) Cc1cc(C(=O)N/N=C/c2ccc(OCc3ccccc3)cc2)c(C)o1
10) Cc1cc(C)c2c(c1)-c1cc(C)nn1C(c1ccc3c(c1)OCO3)N2 (configuration not stated)
Screen / compound no.	1	2	3	4	5	6	7	8	9	10
RXFP1 ag	-2.0%	0.2%	-1.7%	0.4%	3.9%	0.3%	0.0%	14%	-0.5%	2.2%
LDHA inh	-1	-7	-7	-11	-10	0	-12	-1	-5	0
D1 antagonist	3	13	-28	11	20	-1	3	-10	-19	-5
Vif-APOBEC3F blk	-2%	0%	-9%	-5%	-15%	0%	-1%	-7%	9%	-2%
D1 PAM	-2	-6	8	0	-5	-2	-1	7	-9	-4
D1 ag	1	6	1	0	5	0	0	-1	0	3
Glioma ERSR ind	-2%	3%	-1%	0%	-3%	-1%	-3%	-3%	9%	-2%
Vif-A3G inh	1%	0%	2%	1%	-8%	2%	4%	-1%	0%	0%
D2 PAM	3	nt	12	-5	34*	nt	1	1	5	-3

11) CCn1c(SCC(=O)Nc2cccnc2Cl)nnc1-c1ccccc1
12) Oc1c(C=Nc2ccccc2)sc2ccccc12
13) CCOC(=O)c1nn(-c2ccc(C)cc2)c(=O)c2c(N)scc12
14) COc1ccc(-c2nc(SC(C)C(=O)Nc3ccc(NC(C)=O)cc3)n[nH]2)cc1 (configuration not stated)
15) CC(=O)c1ccc(OCCCC(=O)OCC(=O)Nc2ccc3[nH]c(=O)[nH]c3c2)cc1
16) O=C(NN1C(=O)NC2(CCCCC2)C1=O)c1cc(F)cc(F)c1
17) Cc1ccc(NC(=O)Cc2coc3ccc(C(C)C)cc23)c(C)c1
18) Cn1nc(-c2ccccc2F)c2cc(C(=O)NCc3cccc(Cl)c3)sc21
19) CC1CCCCN1S(=O)(=O)c1ccccc1[N+](=O)[O-] (configuration not stated)
20) COC(=O)c1ccccc1NC1CC(=O)N(c2c(C)cccc2C)C1=O (configuration not stated)
Screen / compound no.	11	12	13	14	15	16	17	18	19	20
RXFP1 ag	1.9%	4.0%	-0.5%	0.3%	0.2%	0.5%	0.1%	3.8%	3.0%	4.6%
LDHA inh	-1	-8	16	4	-7	-1	2	-10	-3	-6
D1 antagonist	30	0	-12	3	4	1	-9	0	-1	3
Vif-APOBEC3F blk	3%	-12%	0%	1%	2%	7%	-14%	0%	8%	-2%
D1 PAM	1	0	6	-2	-8	nt	2	1	-9	-3
D1 ag	4	1	0	2	2	4	5	3	-2	2
Glioma ERSR ind	-3%	-9%	-3%	0%	-3%	-2%	-3%	-3%	-2%	-2%
Vif-A3G inh	-1%	?	-4%	-7%	0%	1%	1%	-4%	0%	1%
D2 PAM	4	8	0	-5	6	-6	3	-9	-6	4

21) CC(C)(CO)Cc1cc(C(C)(C)C)c(O)c(C(C)(C)C)c1
22) COc1cc(OC)c(NC(=O)Nc2cccc(OCc3cc(=O)n4ccccc4n3)c2)cc1Cl
23) O=C(CCN1C(=O)/C(=C/c2ccc3c(c2)OCO3)SC1=S)Nc1ccccc1
24) O=C1c2[nH]nc(-c3ccccc3O)c2C(c2ccc(F)cc2)N1CC1CCCO1 (configuration not stated)
25) O=C(NCC(c1cccs1)N1CCOCC1)c1ccc(Cl)cc1 (configuration not stated)
26) Cc1cccc(-n2[nH]c3c4c(ccc3c2=O)C(=O)c2ccccc2C4=O)c1
27) O=C(c1cc(C2CC2)nn1-c1ccccc1)N1CCN(S(=O)(=O)c2ccccc2F)CC1
28) CS(=O)(=O)N1N=C(c2ccccc2)CC1c1ccc2nccnc2c1 (configuration not stated)
29) O=C1NC(=O)C2C1C(c1cccs1)NN2Cc1ccccc1 (configuration not stated)
30) COc1ccc(OC)c(C2CC(=O)c3c([nH]c(C(=O)OCC4CCCO4)c3C)C2)c1 (configuration not stated)
Screen / compound no.	21	22	23	24	25	26	27	28	29	30
RXFP1 ag	-1.1%	0.5%	0.5%	-1.4%	0.0%	2.0%	nt	4.7%	0.7%	1.0%
LDHA inh	8	-5	-9	6	-2	8	-11	-1&1	-18	2
D1 antagonist	22	-40*	-22	-23	-6	-11	nt	-17	0	-4
Vif-APOBEC3F blk	1%	6%	0%	4%	7%	7%	-5%	-1%	-4%	3%
D1 PAM	-3	-6	3	7	0	-7	nt	-4	-3	-7
D1 ag	71*	2	3	0	4	-1	nt	5	2	-3
Glioma ERSR ind	-3%&-2%&-5%	-2%	-4%	-3%	-2%	-2%	2%	5%	-1%	-4%
Vif-A3G inh	-1%	1%	2%	0%	-27%	-5%	-1%	-16%	2%	?
D2 PAM	12	-5	11	0	6	7	nt	nt	2	-5

31) C/C(=N/NC(=O)CN1CCN(Cc2ccccc2)CC1)c1ccc([N+](=O)[O-])cc1
32) COc1cc(C(=O)NCc2ccc(S(N)(=O)=O)cc2)ccc1OCC(=O)N1CCOCC1
33) CCn1c(=O)c2c(nc3n2CCN3c2ccc(OC)cc2)n(C)c1=O
34) CCCN1C(=O)C2(SC(NC(C)=O)=NN2C(C)=O)c2cc(C)ccc21 (configuration not stated)
35) C/C(=N\Nc1c(Cl)c(Cl)nc(C(=O)O)c1Cl)c1ccc(O)cc1
36) O=C(NC1CCCCC1)C(=O)c1c(-c2ccccc2)[nH]c2ccccc12
37) O=C(CSc1n[nH]c(-c2cccnc2)n1)Nc1ccccc1[N+](=O)[O-]
38) O=C(O)CCc1nc2cc3ccccc3cc2[nH]1
39) CCn1ccc(C(=O)N2CCN(c3ncccn3)CC2)n1
40) CN1CCN(C(=O)c2cc3nc(-c4ccc(F)cc4)cc(C(F)(F)F)n3n2)CC1
Screen / compound no.	31	32	33	34	35	36	37	38	39	40
RXFP1 ag	-2.5%	0.2%	-0.5%	1.9%	1.6%	2.6%	4.8%	-1.2%	1.6%	3.3%
LDHA inh	-1	-10	5	0	3	2	-3	0	-5	-1
D1 antagonist	12	10	-21	-10	-20	5	-16	-10	0	-3
Vif-APOBEC3F blk	-12%	6%	-17%	0%	0%	0%	4%	11%	-12%	-2%
D1 PAM	4	-11	-1	-4	-5	-3	-1	-4	-6	-8
D1 ag	10	2	0	1	5	-3	-1	5	3	2
Glioma ERSR ind	-1%	-2%	-3%	-7%	2%	-2%	-3%	-2%	0%	-6%
Vif-A3G inh	-12%	0%	0%	-2%	-1%	2%	1%	1%	-1%	-1%
D2 PAM	16	-7	16	2	-6	-6	10	7	1	2

Single records (already shown):
Entry for CCn1c(=O)c2c(nc3n2CCN3c2ccc(OC)cc2)n(C)c1=O : RXFP1 ag: -0.5%; LDHA inh: 5; D1 antagonist: -21; Vif-APOBEC3F blk: -17%; D1 PAM: -1; D1 ag: 0; Glioma ERSR ind: -3%; Vif-A3G inh: 0%; D2 PAM: 16
Entry for CCCN1C(=O)C2(SC(NC(C)=O)=NN2C(C)=O)c2cc(C)ccc21 (configuration not stated) : RXFP1 ag: 1.9%; LDHA inh: 0; D1 antagonist: -10; Vif-APOBEC3F blk: 0%; D1 PAM: -4; D1 ag: 1; Glioma ERSR ind: -7%; Vif-A3G inh: -2%; D2 PAM: 2

More records
41) Cc1ccc(OCCn2cc(/C=C3\C(=O)NN(c4ccccc4)C3=O)c3ccccc32)cc1
42) CCOC(=O)C1=C(C)NC(SCC(=O)O)=NC1c1ccccc1 (configuration not stated)
43) CSc1nc(-c2ccc(C)cc2)[nH]c1S(=O)(=O)c1ccccc1
44) Cc1ccsc1/C=N/NC(=O)Cn1nc(C)c([N+](=O)[O-])c1C
45) COc1cccc(-c2noc(CCCC(=O)N3CCOCC3)n2)c1
46) CCOC(=O)C1CCN(c2c(NCc3ccc(C(=O)Nc4ccc(C)cc4)cc3)c(=O)c2=O)CC1
Screen / compound no.	41	42	43	44	45	46
RXFP1 ag	2.8%	-1.3%	-2.0%	-0.7%	0.4%	-3.3%
LDHA inh	-5	-4	-18	3	-2	-10
D1 antagonist	-14	-15	-27	0	1	-25
Vif-APOBEC3F blk	1%	0%	3%	6%	-3%	-17%
D1 PAM	-6	-2	-6	10	-4	-2
D1 ag	-1	2	2	3	2	2
Glioma ERSR ind	-6%	-3%	-4%	0%	0%	-2%
Vif-A3G inh	-3%	-2%	-9%	-1%	3%	0%
D2 PAM	-5	4	4	-1	3	-6

Gathered by group: those above containing a COOH group.
35) C/C(=N\Nc1c(Cl)c(Cl)nc(C(=O)O)c1Cl)c1ccc(O)cc1
38) O=C(O)CCc1nc2cc3ccccc3cc2[nH]1
42) CCOC(=O)C1=C(C)NC(SCC(=O)O)=NC1c1ccccc1 (configuration not stated)
Screen / compound no.	35	38	42
RXFP1 ag	1.6%	-1.2%	-1.3%
LDHA inh	3	0	-4
D1 antagonist	-20	-10	-15
Vif-APOBEC3F blk	0%	11%	0%
D1 PAM	-5	-4	-2
D1 ag	5	5	2
Glioma ERSR ind	2%	-2%	-3%
Vif-A3G inh	-1%	1%	-2%
D2 PAM	-6	7	4
